# C2C12 statin: protects C2C12 myotubes from simvastatin toxicity | ATP luminescence, 48 h; scaled: DMSO 0, geranylgeraniol control 100 | rescue of ATP level, % at 7.49 µM | 330,000 tested, 0.78% active;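 active = mean ATP rescue above about 67%, or every replicate alone reaching that limit, limit read from the data, passing the limit was not always enough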;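 note: myotubes were challenged with 10 µM simvastatin during compound exposure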
# ERp5 inh: blocks human ERp5 reductase activity on insulin | Q15084 | ERp5 insulin aggregation, absorbance 650 nm, 90 min | inhibition, % at 9.99 µM | 350,000 tested, 0.05% active | AID 651711;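 active = mean replicate inhibition above about 25%, with every replicate also reaching it, limit read from the data, passing the limit was not always enough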
# Target sequence (Q15084 whole entry, looked up): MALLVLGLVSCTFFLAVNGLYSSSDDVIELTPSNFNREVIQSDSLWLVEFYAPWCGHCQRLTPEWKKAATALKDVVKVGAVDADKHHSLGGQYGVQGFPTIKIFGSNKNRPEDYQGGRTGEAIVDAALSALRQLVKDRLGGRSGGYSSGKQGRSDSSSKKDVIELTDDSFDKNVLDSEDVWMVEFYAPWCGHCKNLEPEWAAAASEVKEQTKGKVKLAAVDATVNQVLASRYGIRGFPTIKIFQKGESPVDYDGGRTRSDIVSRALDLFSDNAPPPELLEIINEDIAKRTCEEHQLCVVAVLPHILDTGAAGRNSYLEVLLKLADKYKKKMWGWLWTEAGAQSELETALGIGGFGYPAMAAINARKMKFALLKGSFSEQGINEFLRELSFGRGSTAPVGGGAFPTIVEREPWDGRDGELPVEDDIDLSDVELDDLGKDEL
# miR122 inh: blocks miR-122 activity in Huh7 sensor cells; 340,000 tested, 0.3% active; Huh7 miR-122 Renilla luciferase sensor, 48 h; neutral wells = 0, positive control = 100; activation (reporter increase), % at 12.5 µM; AID 602342;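 active = mean replicate activation score at least 90 and every replicate individually at or above 90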;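 note: higher luciferase means less miR-122 activity so hits act as miR-122 inhibitors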
# SIRT5 inh: blocks human SIRT5 desuccinylation of peptide; Q9NXA8; Purified SirT5, succinyl-peptide AMC, trypsin-coupled fluorescence; inhibition, % at 15 µM; 330,000 tested, 1.1% active; AID 652115; in the data active = inhibition above about 15%
# Target sequence (Q9NXA8 whole entry, looked up): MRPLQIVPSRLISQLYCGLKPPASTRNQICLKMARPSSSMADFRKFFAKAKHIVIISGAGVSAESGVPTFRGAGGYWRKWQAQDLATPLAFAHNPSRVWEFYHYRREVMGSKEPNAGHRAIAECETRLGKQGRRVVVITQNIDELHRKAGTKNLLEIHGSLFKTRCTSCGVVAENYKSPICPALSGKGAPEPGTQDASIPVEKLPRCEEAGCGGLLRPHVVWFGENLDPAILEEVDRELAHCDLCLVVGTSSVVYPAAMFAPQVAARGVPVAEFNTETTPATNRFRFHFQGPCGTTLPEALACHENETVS
# esBAF inh: blocks esBAF chromatin remodeling in mouse ES cells; reporter increase, % at 12.5 µM; Bmi1-luciferase knock-in reporter, 24 h; 100% = twice the neutral-well signal; AID 602393; 350,000 tested, 2% active; in the data active = activation above about 40%;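 note: 0% = median of the plate's neutral control wells and 100% = double that signal; a rise in the Bmi1 reporter signal indicates esBAF inhibition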
# Cneo AK release: causes C. neoformans cell lysis; adenylate kinase release luminescence, 4 h; normalised: neutral wells 0, clomiphene wells 100; lysis activity, % at 15 µM; 360,000 tested, 0.2% active;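 active = mean lysis activity across replicates of at least 80%, whatever share of replicates individually reach that level; inactive = mean lysis activity below 80%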
#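 Signal: Adenylate kinase release luminescence | Assay system: Log-phase Cryptococcus neoformans yeast cells | Input: Cells at 5 × 10^6 per mL | Buffer or medium: Fresh YPD growth medium | Compound: Single dose | Schedule: Static 4 h at 37 °C with compound, 1 h detection | Controls: Clomiphene | Read-out: Luminescence rise reflecting yeast cell lysis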
# ARNT-TACC3 inh: disrupts binding between human ARNT and TACC3 | Q9Y6A5 | AlphaScreen His-ARNT PAS-B/GST-TACC3 binding, luminescence; TACC3 fragment carries E629A point mutation | inhibition, % at 9.99 µM | 390,000 tested, 0.66% active | AID 623870;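 active = mean inhibition of replicates at least 50% and at least half of replicates each reaching 50%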;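 note: 0% = complete ARNT plus TACC3 wells and 100% = ARNT alone without TACC3; many hits fall short of the cut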
# Starred values were filed as active, the others as inactive; nt = not tested or not shown; [ ] = another dose, or the depositor's remark.
smiles	C2C12 statin	ERp5 inh	miR122 inh	SIRT5 inh	esBAF inh	Cneo AK release	ARNT-TACC3 inh
O=S1(=O)c2ccccc2OC(COCc2ccccc2)CN1C1CC1 (configuration not stated)	-14	1	11	-2	3	0	-16
CC(=O)c1ccc(N(C(=O)c2ccco2)C(C(=O)NC2CCCC2)c2cccs2)cc1 (configuration not stated)	37	3	nt	5	11	4	-2
O=C(C[C@H]1C[C@H]2c3cc(NC(=O)Nc4ccccc4)ccc3O[C@H]2[C@H](CO)O1)NCc1cccnc1	1	nt	-3[16.7 µM]	nt	-10	nt	nt
CCNc1nc2nc3ccc(C)cn3c(=O)c2cc1C(=O)NCC1CCCO1 (configuration not stated)	nt	3	nt	-125	nt	nt	-3
C[C@@H]1CN([C@@H](C)CO)S(=O)(=O)c2ccc(C#Cc3ccncc3)cc2O[C@H]1CN(C)C(=O)C1CC1	-10	4	0[16.7 µM]	4	nt	13	13
Cn1c(SCC(=O)Nc2nc3c(s2)CCCC3)nnc1-c1ccccc1	1	nt	-3	nt	1	nt	-3
NC(=O)c1cc[n+](Cc2ccc([N+](=O)[O-])cc2)cc1	4	-3	-4	6	-1	3	-3
CN1/C(=C\C(=S)Nc2ccccc2)C(C)(C)c2ccccc21	-13	-5	-4	0	-46	nt	8
Cc1ccc(N2C(=O)CC(N(CCc3ccccc3)C(=S)Nc3ccc(N(C)C)cc3)C2=O)cc1 (configuration not stated)	nt	nt	8	nt	nt	3	-2
Nc1ccn(C2OC(CO)C(O)C2O)c(=O)n1 (configuration not stated)	6	2	-9	5	-21	0	nt
O=C(/C=C/c1cn(-c2ccccc2)nc1-c1ccc2c(c1)OCCO2)NCCCN1CCOCC1	nt	-4	nt	-5	nt	nt	12
C[C@H](CO)N1C[C@H](C)[C@@H](CN(C)Cc2ccc(Cl)c(Cl)c2)OCCCC[C@H](C)Oc2ccc(NS(=O)(=O)c3ccccc3)cc2C1=O	nt	-2	6[16.7 µM]	14	-4	-1	30
COc1ccc(CN(C(=O)c2ccco2)c2ccccc2)cc1	12	nt	5	nt	4	2	-5
CC(C)NC(=O)CC(=O)N/N=C/c1cccs1	4	-2	3	2	2	0	1
Nc1ccc(S(=O)(=O)N2CCCC2)cc1	0	-4	3	nt	-1	-2	-8
CC(=O)c1ccc(NC(=O)[C@@H]2CCCN2C2=NS(=O)(=O)c3ccccc32)cc1	-4	1	4	-1	-3	0	1
CCOc1ccccc1NC(=O)c1ccc2[nH]c(C)c(C)c2c1	-12	-1	-7	-2	26	3	-7
CCOc1ccc(OCCCC(=O)Nc2cc(Cl)ccc2-n2cncn2)cc1	1	1	nt	-6	1	-1	-2
CCN(CC)c1ccc(C=Nc2ccc(C)cc2C)c(O)c1	nt	2	nt	0	nt	nt	-4
O=C(Nc1ccc(N2CCOCC2)cc1)c1cccc2c(Br)cccc12	-17	-2	7	-1	-3	-1	-14
O=C(CCN1CCCCC1)N[C@H]1CC[C@@H](CCn2cc(-c3ccc(F)cc3)nn2)O[C@H]1CO	4	0	nt	23*	-1	-3	5
CCOc1ccc(N2Nc3n[nH]c(N)c3N2)cc1	3	nt	-5	nt	31	-2	-13
CCOc1ccc(Br)cc1CC(=O)O	-9	nt	-3	nt	-3	0	0
O=C(N/N=C/c1ccncc1)C1C2CCCCCCC21 (configuration not stated)	nt	nt	2	nt	nt	-8	1
Cc1cccc(Nc2ccc3nonc3c2[N+](=O)[O-])c1C	11	2	-5	-1	-10	-2	-4
O=C(Nc1ccc2c(c1)[C@@H]1C[C@@H](CC(=O)N3CCOCC3)O[C@H](CO)[C@@H]1O2)c1cccnc1	3	-4	-3[16.7 µM]	-1	-1	-6	nt
C=CCNC(=S)Nc1ccc(C)cc1[N+](=O)[O-]	-11	0	-8	nt	12	0	12
Cc1cc(C)nc(/N=C(\N)C2=C(O)CC(C)(C)CC2=O)n1	-3	nt	-5	nt	27	2	-2
O=C(NCCCN1CCCC1)c1ccc2c(c1)N(Cc1cccc(Cl)c1)C(=O)c1ccccc1S2=O (configuration not stated)	-66	3	-3	-4	3	-4	12
CC(C)Nc1ncnc2c1ncn2[C@H]1CN(Cc2ccccc2)C[C@@H](CO)O1	30	-7	-3	nt	1	0	nt
O=C(CCc1ccccc1)Nc1sc2c(c1C(=O)O)CCCC2	nt	-4	-5	-2	nt	0	nt
Cc1ccc(S(=O)(=O)Nc2cccc(S(=O)(=O)N3CCCC3)c2)cc1C	19	-1	123*	-3	8	-1	2
CC(=O)NC12CC3CC(C1)CC(C(=O)N(C)Cc1cccc(Cl)c1Cl)(C3)C2	0	-1	2	-2	-6	-2	-5
C[C@H](CO)N1C[C@H](C)[C@@H](CN(C)CC2CC2)Oc2ccc(NC(=O)C3CC3)cc2CC1=O	-11	-5	4[16.7 µM]	-5	-1	-2	2
CC(C)(C)NC(=O)NC(=O)COc1ccccc1C#N	-2	nt	-4	nt	40	-3	-2
COc1ccc(CN2CCNC(=O)C2CC(=O)NC2CCOCC2)c(F)c1 (configuration not stated)	-2	2	-7	-2	-5	1	1
O=C(CN1CCc2cc3c(cc2C1)OCCCO3)Nc1c(F)cccc1F	16	-12	3	0	2	11	2
CN(Cc1ccccc1)S(=O)(=O)c1ccc(Cl)c(C(=O)N2CCC(C(N)=O)CC2)c1	-3	-3	1	nt	-1	4	nt
COc1cccc(NC(=O)N[C@H]2C=C[C@@H](CC(=O)N3CCOCC3)O[C@@H]2CO)c1	-15	-4	nt	-1	-2	-3	-5
COc1ccc(CN(CC(=O)NC2CCCC2)C(=O)c2ccc(-c3ccccc3)[nH]2)cc1	nt	0	nt	0	nt	nt	-12
COc1ccc(C(=O)Nc2ccc3c(c2)C(=O)N(C)C[C@@H](OC)[C@H](C)CN(C(C)=O)[C@H](C)CO3)cc1	7	0	-3[16.7 µM]	-2	-3	1	31
CC(NC(=O)c1ccccc1F)c1nnc(SCC(=O)NC2CCCC2)n1C (configuration not stated)	2	0	nt	9	1	4	-15
O=S(=O)(Nc1ncnc2sc3c(c12)CCC3)c1ccc(Cl)s1	31	nt	8	nt	-12	-1	nt
Cc1cccc(C(=O)NC2CCN(C(=O)N3CCOCC3)CC2)c1	0	nt	1	nt	-3	4	-7
Cc1ccc(N2CC(=O)N(CC(=O)O)C2=O)cc1	-6	3	4	0	1	0	-10
Cc1ccc(C2=NS(=O)(=O)N(C)C(C(=O)N3CCOCC3)=C2)cc1	-5	-4	-10	-1	2	1	0
CO[C@H]1CN(C)C(=O)c2ccc(NC(=O)NC(C)C)cc2OC[C@H](C)N(C(=O)CN(C)C)C[C@H]1C	9	4	-7[16.7 µM]	9	-3	-2	-3
C[C@@H]1CN([C@H](C)CO)C(=O)Cc2cc(NC(=O)Cc3cn(C)c4ccccc34)ccc2O[C@@H]1CN(C)S(=O)(=O)c1ccc(Cl)cc1	48	nt	0[16.7 µM]	nt	5	nt	nt
C[C@@H]1CN([C@H](C)CO)S(=O)(=O)c2ccc(-c3cccnc3)cc2O[C@@H]1CN(C)CC1CCOCC1	2	2	23[16.7 µM]	0	0	0	-3
COc1ccccc1CCNC(=O)C1CCCO1 (configuration not stated)	-4	nt	3	nt	-7	-1	0
CCOC(=O)C(C)c1nc2ccccc2[nH]c1=O (configuration not stated)	-17	0	nt	0	-5	0	6
CCOC(=O)C1CCN(c2nc(N)c3c(N)nc(SCC(=O)O)cc3c2C#N)CC1	40	0	-2	11	-4	-32	52*
C#CCN1C(C)=C(C(=O)OC)C(c2cccc([N+](=O)[O-])c2)C(C(=O)OCC)=C1C (configuration not stated)	3	-2	-5	4	3	2	0
COc1ccc(NC(=O)CN(C)C(=O)c2ccc(-c3cccc(C(F)(F)F)c3)o2)cc1	1	2	nt	-3	-4	1	-1
C[C@@H]1CN([C@@H](C)CO)C(=O)c2cc(-c3cccnc3)cnc2O[C@@H]1CN(C)C(=O)c1cccc(F)c1	-1	-1	-2[16.7 µM]	8	2	0	nt
Cc1cc(NC(=O)CN2C(=O)/C(=C/c3ccc(C(C)C)cc3)SC2=S)no1	12	1	5	-1	15	0	nt
Cc1nn2c(N)c(C#N)cnc2c1-c1ccccc1	-10	nt	1	nt	9	0	nt
COc1cc(OC)cc(C(=O)OCC(=O)Nc2ccc(N3CCCCC3)cc2)c1	2	nt	0	nt	6	4	1
Cc1ccc(S(=O)(=O)N2[C@@H](c3ccc(Br)cc3)C(C(=O)O)=CC[C@H]2c2ccc3c(c2)OCO3)cc1	-2	-3	4	1	-3	-2	-6
COc1ccc(-c2cn(CC[C@H]3CC[C@@H](NC(=O)CCN4CCCCC4)[C@H](CO)O3)nn2)cc1	21	-5	nt	-6	-2	-7	1

# Further structures:
smiles	C2C12 statin	ERp5 inh	miR122 inh	SIRT5 inh	esBAF inh	Cneo AK release	ARNT-TACC3 inh
O=C(CSc1nnnn1-c1ccccc1)NCC1(N2CCCCC2)CCCCC1	-7	7	-4	1	-10	-3	0
CCN(CC)S(=O)(=O)c1ccc(N2CCOCC2)c(NC(=O)CN2C(=O)NC3(CCCC3)C2=O)c1	1	7	nt	-3	-6	0	-6
C[C@H](CO)N1C[C@H](C)[C@@H](CN(C)C(=O)C2CCCCC2)Oc2ncc(-c3ccccc3)cc2C1=O	-12	4	11[16.7 µM]	1	-5	0	-1
CN(C)C(=O)C[C@H]1CC[C@H]2[C@@H](COC[C@@H](O)CN2CC2CCOCC2)O1	11	-2	5[16.7 µM]	-4	-5	1	-4
Cc1ccc(/C=C/C(=O)Nc2cc(S(=O)(=O)N3CCOCC3)ccc2N2CCOCC2)cc1	-11	-5	2	-3	2	-7	11
O=C(NCCCN1CCCC1=O)c1cc2c(s1)CCCCC2	1	0	-9	-1	9	0	-10
C[C@@]12C(=O)N(c3ccc(C(F)(F)F)cc3)C(=O)N1[C@@H]1c3ccccc3OC[C@@H]1[C@H]2c1ccccc1	-21	nt	-16	nt	-4	7	-2
C[C@H]1CN([C@@H](C)CO)S(=O)(=O)c2ccc(-c3cccc(C#N)c3)cc2O[C@H]1CN(C)C	-11	-2	-4[16.7 µM]	-3	3	-3	-1
CN1CCc2c(sc(NC(=O)Cc3ccccc3)c2C#N)C1	-2	2	4	0	-5	3	-16
CN(C)S(=O)(=O)c1ccc2nnn(OCC(=O)NC34CC5CC(CC(C5)C3)C4)c2c1	nt	nt	-1	nt	nt	6	-10
Cc1ccc(OCCNC(=O)C2CC(=O)N(c3ccc(C)cc3)C2)cc1 (configuration not stated)	31	nt	14	nt	-3	2	8
COCCCNC(=S)NNC(=S)Nc1ccccc1	nt	-7	11	5	nt	0	2
C[C@@H]1CN([C@@H](C)CO)C(=O)c2cc(NC(=O)C3CC3)ccc2O[C@H]1CN(C)C(=O)Nc1ccc(F)cc1	0	-5	5[16.7 µM]	-1	0	1	55*
Cc1ccc(N(CC(=O)NCc2ccccc2Cl)S(=O)(=O)c2cccs2)cc1	12	nt	15	nt	0	nt	26
O=C1NC(=S)CN1c1ccccc1	nt	1	nt	3	nt	nt	5

# Three entries already listed, arranged by molar mass, lowest first.
smiles	C2C12 statin	ERp5 inh	miR122 inh	SIRT5 inh	esBAF inh	Cneo AK release	ARNT-TACC3 inh
COCCCNC(=S)NNC(=S)Nc1ccccc1	nt	-7	11	5	nt	0	2
O=C(NCCCN1CCCC1=O)c1cc2c(s1)CCCCC2	1	0	-9	-1	9	0	-10
C[C@H]1CN([C@@H](C)CO)S(=O)(=O)c2ccc(-c3cccc(C#N)c3)cc2O[C@H]1CN(C)C	-11	-2	-4[16.7 µM]	-3	3	-3	-1

# The listing continues:
smiles	C2C12 statin	ERp5 inh	miR122 inh	SIRT5 inh	esBAF inh	Cneo AK release	ARNT-TACC3 inh
C/C=C/c1ccc([C@@H]2[C@@H](CO)N[C@@H]2CN(C(=O)C2CCCC2)C(C)C)cc1	-18	nt	0[16.7 µM]	nt	5	-1	8
COc1ccccc1N1CCN(C(=O)C(F)F)CC1	2	nt	-3	nt	7	-1	-2
CC(=O)Nc1cccc(-c2csc(Nc3cccc(C)n3)n2)c1	1	1	3	0	52*	-15	2
O=C(NCCO)c1ccc2nc(Cc3cccc(Cl)c3)oc2c1	-3	1	-3	1	9	-2	-3

# From PubChem
